Assay outcomes: PubChem BioAssay, Broad Institute
RAD52 inh = RAD52 (human) annealing inhibition; P43351; 0.46% of 360,000 active; inhibition, % at 18.7 µM; recombinant RAD52 DNA annealing, FRET fluorescence; AID 651710;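 active means every replicate showing at least 50% inhibition; inconclusive means mean inhibition at least 50% but not in every replicate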
ERAP1 inh = ERAP1 (human) enzyme inhibition; Q9NZ08; recombinant ERAP1, Leu-AMC fluorescence, 60 min; inhibition, % at 10.7 µM; 0.15% of 340,000 active;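 active means mean replicate inhibition of at least 30%, or all replicates individually reaching that 30% level; inactive means mean below 30% and not every replicate reaching it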;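 further: 0% = neutral control wells and 100% = L-leucinethiol positive control wells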
RAD54 branch = RAD54 (human) branch migration inhibition; Q92698; RAD54 Holliday junction branch migration, FAM/BHQ fluorescence; inhibition, % at 10.4 µM; 0.14% of 360,000 active; AID 602329;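 active means mean normalized replicate activity at least 40 and at least half of replicates scoring 40 or more; inconclusive means only one of the two criteria met; inactive means mean below 40 and under half of replicates reaching 40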;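 further: 0% = median of neutral control wells and 100% = median of positive control wells; inhibitors cause a drop in the FAM fluorescence signal; in these data hits start at about 50%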
Target sequence (Q92698 whole entry, looked up): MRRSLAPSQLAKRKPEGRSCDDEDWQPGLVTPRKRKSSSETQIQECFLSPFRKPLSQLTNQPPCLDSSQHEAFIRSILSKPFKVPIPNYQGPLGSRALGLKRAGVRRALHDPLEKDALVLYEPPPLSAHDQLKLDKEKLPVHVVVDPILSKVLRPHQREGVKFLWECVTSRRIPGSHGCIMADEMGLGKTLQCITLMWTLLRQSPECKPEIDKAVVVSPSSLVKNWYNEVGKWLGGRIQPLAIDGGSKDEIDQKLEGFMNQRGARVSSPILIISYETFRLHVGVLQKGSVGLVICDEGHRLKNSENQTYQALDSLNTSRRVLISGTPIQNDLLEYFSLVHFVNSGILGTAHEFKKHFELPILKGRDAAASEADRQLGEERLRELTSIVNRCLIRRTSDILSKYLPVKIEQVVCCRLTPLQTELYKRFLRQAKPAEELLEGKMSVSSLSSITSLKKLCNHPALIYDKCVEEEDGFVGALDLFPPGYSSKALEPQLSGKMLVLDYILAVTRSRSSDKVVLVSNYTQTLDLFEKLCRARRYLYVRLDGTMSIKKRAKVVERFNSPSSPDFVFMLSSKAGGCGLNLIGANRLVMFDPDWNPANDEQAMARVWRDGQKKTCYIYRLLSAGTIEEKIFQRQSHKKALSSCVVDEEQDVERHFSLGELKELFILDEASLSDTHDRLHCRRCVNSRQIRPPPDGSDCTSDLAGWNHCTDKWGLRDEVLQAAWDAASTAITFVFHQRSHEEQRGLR
esBAF inh = SWI/SNF esBAF complex inhibition. mouse ES cells, Bmi1-luciferase knock-in reporter, 24 h; 100% = twice the neutral-well signal. reporter increase, % at 12.5 µM. 2% of 350,000 active; in the data active means activation above about 40%; inconclusive means no clear call, values can overlap the other calls;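 further: 0% = median of the plate's neutral control wells and 100% = double that signal; a rise in the Bmi1 reporter signal indicates esBAF inhibition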
ARNT TACC3 PPI = disruptors of human ARNT/TACC3 interaction; 0.66% of 390,000 active; AID 623870; inhibition, % at 9.99 µM; AlphaScreen His-ARNT PAS-B/GST-TACC3 binding, luminescence; TACC3 fragment carries E629A point mutation; Q9Y6A5;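 active means mean inhibition of replicates at least 50% and at least half of replicates each reaching 50%; inconclusive means half or more replicates reach 50% but mean below 50%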;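 further: 0% = complete ARNT plus TACC3 wells and 100% = ARNT alone without TACC3; many hits fall short of the cut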
* hit, by the source's call; ? = inconclusive; · = no result given. Not all compounds are listed; rates above refer to the full screens.

Results follow in this order: RAD52 inh | ERAP1 inh | RAD54 branch | esBAF inh | ARNT TACC3 PPI
Cc1cccc(NC(=O)c2ccc(NS(=O)(=O)c3c(C)noc3C)cc2)c1
 : · | · | 2.0 | 0.8 | -0.6
COC(=O)c1[nH]c2cc(OC)ccc2c1NC(=O)CCN1CCN(Cc2ccc3c(c2)OCO3)CC1
 : · | · | 1.9 | 1.2 | -0.3
COCCN(CCOC)C(=O)c1c[nH]c2ccc(S(=O)(=O)N(C)c3ccc(F)cc3)cc2c1=O
 : · | · | 2.2 | 2.8 | 5.5
CCOC(=O)c1cnn(-c2nc3c(C)cccc3s2)c1C(F)(F)F
 : · | · | 0.5 | -2.3 | -11.6
CC(C)NC(NC(=O)Cc1ccccc1)C(Cl)(Cl)Cl (stereo unspecified)
 : · | · | 3.8 | -8.0 | 2.4
FC(F)(F)c1cccc(N2CCc3cn[nH]c32)c1
 : · | · | 9.1 | 5.1 | -2.9
O=C1CC(N2CCN(c3ccc(Cl)c(Cl)c3)CC2)C(=O)N1 (stereo unspecified)
 : · | · | -5.3 | -21.8 | 6.1
CC(=O)Nc1ccc(S(=O)(=O)Nc2nc3ccccc3nc2N2CCCC2)cc1
 : · | · | -3.0 | -7.2 | -15.4
COc1cc(OC)cc(C(=O)NCC(=O)OC2CCOC2=O)c1 (stereo unspecified)
 : · | · | -13.5 | 3.6 | -7.7
CCOc1ccc(NC(=O)c2ccc3snnc3c2)cc1
 : · | · | -18.0 | 54.2* | -3.5

(more compounds)
Results follow in this order: RAD52 inh | ERAP1 inh | RAD54 branch | esBAF inh | ARNT TACC3 PPI
O=C(O)CNC(=O)c1ccccc1NC(=O)c1ccco1
 : · | · | -5.4 | -2.0 | -0.3
COc1cc(C)nc(N2CCCC(C(=O)NCC(C)C)C2)n1 (stereo unspecified)
 : · | · | 1.4 | -11.2 | -1.1
Cc1ccc2[nH]c(=O)c(C(c3nnnn3C3CCCC3)N3CCCc4ccccc43)cc2c1 (stereo unspecified)
 : · | · | 5.6 | 0.0 | 15.6
Cn1c(SCc2ccc(C#N)cc2)nnc1-c1cccc(Cl)c1
 : · | · | 1.1 | 0.7 | -3.4
COC(=O)c1c(NC(=O)CSc2nnnn2-c2ccccc2)sc2c1CCCC2
 : · | · | -1.4 | -9.2 | 8.6
COc1ccc(NC(=O)N(CCO)Cc2cc3c(C)cc(C)cc3[nH]c2=O)cc1
 : · | · | -1.8 | 7.2 | 0.0
Cc1ccc(/C=C2\SC(=S)N(Cc3ccccc3)C2=O)o1
 : · | · | -8.1 | 4.6 | -2.4
CCCCNC(=O)CCCn1c(=S)[nH]c2cc3c(cc2c1=O)OCO3
 : · | · | -21.9 | 3.6 | -2.0
CCOC(=O)Cn1nc(C)c2c1CCCC2=O
 : · | · | 4.7 | -6.9 | -11.2
CCN(CCO)Cc1cn[nH]c1-c1ccc(C)c(C)c1
 : · | · | 7.2 | 5.9 | 1.5

Among those listed so far, these contain fluorine.
Results follow in this order: RAD52 inh | ERAP1 inh | RAD54 branch | esBAF inh | ARNT TACC3 PPI
COCCN(CCOC)C(=O)c1c[nH]c2ccc(S(=O)(=O)N(C)c3ccc(F)cc3)cc2c1=O
 : · | · | 2.2 | 2.8 | 5.5
CCOC(=O)c1cnn(-c2nc3c(C)cccc3s2)c1C(F)(F)F
 : · | · | 0.5 | -2.3 | -11.6
FC(F)(F)c1cccc(N2CCc3cn[nH]c32)c1
 : · | · | 9.1 | 5.1 | -2.9

Remaining list, next part
Results follow in this order: RAD52 inh | ERAP1 inh | RAD54 branch | esBAF inh | ARNT TACC3 PPI
Cc1ccc2c(CC(=O)Nc3ccc(N4CCN(C)CC4)cc3C)coc2c1
 : · | · | 1.1 | 12.5 | 11.7
O=C(Cn1c(-c2ccco2)nc2ccccc21)N1CCCCC1
 : · | · | 1.1 | 3.3 | 1.3
COc1ccccc1NC(=O)c1ccc(NS(=O)(=O)c2c(C)noc2C)cc1
 : · | · | -6.8 | -4.3 | 2.7
COc1ccc(C(=O)COC(=O)CCCn2c(=O)oc3ccccc32)cc1
 : · | · | 4.0 | 3.0 | 3.9
NNC(=O)CN1C(c2cccc(Cl)c2)=Nc2ccc(Br)cc2C1c1ccccc1 (stereo unspecified)
 : · | · | -0.2 | 7.9 | -8.3
O=C(NC1CCCCC1)C(c1ccccc1)N1CCC2(CC1)OCCO2 (stereo unspecified)
 : · | · | -6.0 | 7.8 | 1.9
COc1ccc(-c2nc3cc(NC(=O)c4ccc5c(c4)OCO5)ccc3o2)cc1
 : · | · | 2.3 | 21.5 | -1.1
O=C(Nc1nccs1)c1ccc(Cl)c(S(=O)(=O)N2CCCCC2)c1
 : · | · | 4.8 | 41.8* | 15.5
CC(=O)c1c(C)nc(-c2ccc(Cl)cc2)nc1NC(=O)C(C)C
 : · | · | -1.7 | 15.3 | 22.3
Cc1c(C(=O)Oc2ccc(-c3cnc4ccccc4n3)cc2)cccc1[N+](=O)[O-]
 : · | · | 4.2 | 28.5 | -3.1

Additional entries follow.
Results follow in this order: RAD52 inh | ERAP1 inh | RAD54 branch | esBAF inh | ARNT TACC3 PPI
N#CC1=C(N)C(C#N)(C#N)C(c2cccnc2)C2COCC=C12 (stereo unspecified)
 : · | · | -9.0 | -0.6 | 2.0
CCOC(=O)C(NC(=O)c1ccccc1)(OCC1(CC)COC1)C(F)(F)F (stereo unspecified)
 : · | · | 8.3 | -8.1 | -1.6
Cc1noc(C)c1C(=O)Nc1sc(C)c(-c2ccccc2)c1C#N
 : · | · | 4.0 | -9.3 | 4.1
CC(Nc1cc(N2CCCC2)ccc1[N+](=O)[O-])c1ccccc1 (stereo unspecified)
 : · | · | 0.4 | 4.4 | -6.0
O=C(O)CCc1ccc(S(=O)(=O)N2CCOCC2)cc1
 : · | · | -2.7 | -14.1 | -1.0
COc1ccc(-n2c(Cc3cccs3)nnc2SCC(=O)Nc2ccc3c(c2)OCCO3)cc1
 : · | · | 3.9 | -7.1 | -5.0
CCOC(=O)[C@@H]1[C@H]2COc3ccccc3[C@H]2N2C(=O)N(c3ccc(Cl)cc3)C(=O)[C@@]12C
 : · | · | -7.9 | -9.2 | -0.7
CSCC[C@H](NC(=O)NCCC1=CCCCC1)C(=O)O
 : · | · | -2.5 | -7.8 | 6.2
O=C(CN(C(=O)c1ccc2c(c1)OCCO2)c1ccccc1)NCC1CCCO1 (stereo unspecified)
 : · | · | 12.8 | 1.6 | -5.0
COC(=O)CSc1nc2nc(C)c(Br)cc2[nH]1
 : · | · | -4.9 | 10.9 | -18.0

Continued:
Results follow in this order: RAD52 inh | ERAP1 inh | RAD54 branch | esBAF inh | ARNT TACC3 PPI
O=C(CN1C(=O)C2C3C=CC(C3)C2C1=O)Nc1nc(SCc2ccc(Cl)cc2)n[nH]1 (stereo unspecified)
 : · | · | -7.2 | -4.9 | -2.5
COC(=O)C1=C(N)Oc2cc(C)n(CCCn3ccnc3)c(=O)c2C1c1ccc(Cl)cc1 (stereo unspecified)
 : · | · | 8.4 | -7.1 | 6.1
COC(=O)c1sccc1NC(=O)c1ccc(Br)o1
 : · | · | 1.9 | -5.3 | 6.0
COc1ccc(-c2noc(Cc3cccs3)n2)cc1
 : · | · | -10.1 | 54.6* | -16.7
COc1ccc(Nc2nc(NCc3ccco3)nc(N/N=C/c3ccccc3)n2)cc1
 : · | · | -4.1 | -2.4 | 1.2
Cc1ccc(S(=O)(=O)N2CCCC2)cc1C(=O)O
 : · | · | -7.9 | -4.9 | 2.5
COc1cccc(OC)c1C(=O)Nc1ccc2c(c1)OCCO2
 : · | · | -2.9 | -9.0 | -0.2
Cn1c(-c2sc3ccccc3c2Cl)n[nH]c1=S
 : · | · | 6.0 | 1.9 | 4.4
Clc1ccccc1Oc1cnc2ccccc2n1
 : · | · | -8.1 | 15.6 | -5.7
COCCNC(=O)C(C)N1c2cccc3cccc(c23)S1(=O)=O (stereo unspecified)
 : · | · | -5.8 | -5.3 | -0.4

Further results.
Results follow in this order: RAD52 inh | ERAP1 inh | RAD54 branch | esBAF inh | ARNT TACC3 PPI
Cc1cc(C)n(CC(=O)O)n1
 : · | · | -4.7 | -11.6 | 5.1
Nc1nncn1C(=O)c1cc(Br)ccc1Cl
 : · | · | 1.0 | -14.2 | 9.0
CC(C)C(=O)Nc1cc2c(cc1C(=O)c1ccccc1)OCCO2
 : · | · | 5.8 | -7.2 | -0.8
Cc1ccc(Cn2ncc3c(N4CCOCC4)ncnc32)cc1
 : · | · | -10.4 | -2.1 | -0.6
Cc1onc(-c2ccccc2Cl)c1C(=O)Nc1c(C)n(C)n(-c2ccccc2)c1=O
 : · | · | -19.1 | -3.3 | 0.1
CCn1c(SCC(=O)Nc2ccc(S(=O)(=O)Nc3ccccn3)cc2)nnc1-c1ccncc1
 : · | · | -8.1 | -10.3 | -2.7
Cc1cc(N2CCCCC2)nc(N2CCOCC2)n1
 : · | · | -7.4 | 4.0 | -1.0
CC1(C)Cc2c(ccc3ccccc23)C(=O)N1
 : · | · | -6.2 | -5.8 | -1.1
Cc1cc(-c2nsc(=O)o2)c(S(C)(=O)=O)s1
 : · | · | -4.2 | -3.0 | 0.4
CCN(CC)C(=O)c1n[nH]c(=O)c2ccccc12
 : · | · | -4.1 | -10.2 | -0.2

Some of the entries so far, field by field:
> CCn1c(SCC(=O)Nc2ccc(S(=O)(=O)Nc3ccccn3)cc2)nnc1-c1ccncc1
  RAD52 inh: ·
  ERAP1 inh: ·
  RAD54 branch: -8.1
  esBAF inh: -10.3
  ARNT TACC3 PPI: -2.7

> Cc1cc(N2CCCCC2)nc(N2CCOCC2)n1
  RAD52 inh: ·
  ERAP1 inh: ·
  RAD54 branch: -7.4
  esBAF inh: 4.0
  ARNT TACC3 PPI: -1.0

(next part)
Results follow in this order: RAD52 inh | ERAP1 inh | RAD54 branch | esBAF inh | ARNT TACC3 PPI
CC(C)(C)C(=O)Nc1cc2nn(-c3ccccc3)nc2cc1Cl
 : · | · | 13.5 | -78.2 | -12.9
COc1cc(C(=O)NC2CCN(C)CC2)ccc1Nc1ncc2c(n1)N(C1CCCC1)CCC(=O)N2C(C)C
 : · | · | 37.3 | 4.3 | 7.7
CCCn1c(NCc2cccs2)nc2ccccc21
 : · | · | -3.7 | -1.3 | 2.4
CCOC(=O)N1CCN(C(=O)CNS(=O)(=O)c2cccs2)CC1
 : · | · | -19.9 | 4.7 | -3.5
Cc1ccc2c(c1)C1(C(=O)N2C)N2CC3(C)CN1CC(C)(C2)C3=O (stereo unspecified)
 : · | · | -2.7 | -7.3 | 10.3
COc1ccc(CNCC(O)COCc2cccs2)cc1 (stereo unspecified)
 : · | · | -18.0 | 2.6 | -5.6
CCC(CC)C(=O)Nc1cccc(/C(C)=N\NC(=O)c2ccc(C)s2)c1
 : · | · | -5.0 | 7.5 | -2.2
COCCN1CCn2c(nc3cc(NC(=O)c4cccs4)ccc32)C1
 : · | · | 1.7 | 1.3 | 11.8
O=C(Nc1ccc(-c2nnc(-c3ccccc3)o2)cc1)c1ccc(Br)o1
 : · | · | 6.2 | 15.6 | -5.2
CCc1nnc(NC(=O)c2ccc(COc3ccccc3)o2)s1
 : · | · | -4.7 | 4.5 | -18.5

Remaining list, next part:
Results follow in this order: RAD52 inh | ERAP1 inh | RAD54 branch | esBAF inh | ARNT TACC3 PPI
CC1CSc2nc3sc4c(c3c(=O)n21)CCCC4 (stereo unspecified)
 : · | · | -2.9 | ? | -0.9
Cc1cc(C)n(-c2ccc(C(=O)C(C#N)c3nc4ccccc4n3C)cc2)n1 (stereo unspecified)
 : · | · | 0.6 | 14.1 | -4.4
COc1ccc(S(=O)(=O)N2CCCC2)c(C)c1C
 : · | · | -2.0 | -0.4 | -23.0
CC1=CC(c2ccc(Cl)cc2)n2nc(N3C(=O)CCC3=O)nc2N1 (stereo unspecified)
 : · | · | 7.9 | 0.2 | 7.3
CN(C(=O)c1cc2n(n1)C(C(F)(F)F)CC(c1ccco1)N2)c1ccccc1 (stereo unspecified)
 : · | · | -5.4 | 10.2 | 5.3
CC1(C)CC(=O)C=C(Nc2ccc(F)cc2F)C1
 : · | · | 10.0 | -6.5 | -12.8
CC1=CC(C)(C)N(C(=O)c2ccc(F)cc2)c2cc3c(cc21)OCO3
 : · | · | -30.6 | 1.5 | 13.0
COCCNC(=O)c1cc(-c2cccc(OC)c2)on1
 : · | · | -5.6 | 10.8 | 31.3
CC(=O)c1ccc(CCCC(=O)O)cc1
 : · | · | 2.7 | -5.8 | 20.3
CCN(CC)c1ccc(NC(=O)OC)cc1
 : -9.2 | 7.8 | 4.3 | · | ·
